Bioassay records (PubChem)
LmPK inh – blocks Leishmania mexicana pyruvate kinase activity; purified LmPK, Kinase-Glo ATP luminescence, 1 h; Potency, µM (series often up to 57.5 µM), inactives show top-dose activity change, negative = inhibition, most hits filed as inhibitors; hit rate 0.37% among 290,000; AID 1721
Target sequence (Q27686 whole entry, looked up): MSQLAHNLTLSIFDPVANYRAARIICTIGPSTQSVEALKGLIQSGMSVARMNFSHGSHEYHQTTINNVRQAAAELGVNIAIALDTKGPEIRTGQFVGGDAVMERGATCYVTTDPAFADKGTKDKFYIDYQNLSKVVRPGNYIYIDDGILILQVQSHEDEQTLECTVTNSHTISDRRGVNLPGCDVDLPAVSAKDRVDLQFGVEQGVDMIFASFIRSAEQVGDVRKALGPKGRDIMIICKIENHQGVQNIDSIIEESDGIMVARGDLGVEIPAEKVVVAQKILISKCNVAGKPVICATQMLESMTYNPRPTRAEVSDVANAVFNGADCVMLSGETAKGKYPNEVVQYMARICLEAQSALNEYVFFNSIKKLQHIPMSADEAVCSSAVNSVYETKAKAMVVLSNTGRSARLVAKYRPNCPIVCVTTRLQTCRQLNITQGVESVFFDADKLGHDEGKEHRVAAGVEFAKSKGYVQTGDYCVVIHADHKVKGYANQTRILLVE
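Pyruvate kinase activity monitored as ATP production (luciferase luminescence). Conditions: 0.1 nM enzyme, 0.5 mM PEP, 0.1 mM ADP, 1 h, RT; normalized against uninhibited and no-enzyme wells.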
Sm TGR inh – inhibitors of Schistosoma mansoni thioredoxin glutathione reductase. Q962Y6. purified TGR, DTNB reduction, TNB absorbance 405 nm. Potency, µM (doses to about 114 µM), without a hit: at the top dose activity change, negative = inhibition, actives largely listed as inhibitors. hit rate 3% among 360,000. AID 485364; note: nearly all actives have a fitted effect of over 60% in size
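TGR 20 nM + NADPH 100 uM (dispensed conc.), cpd preinc 15 min RT; start with NADPH (500 uM addition) then DTNB (15 mM addition). Kinetic TNB absorbance, 405 nm filter. Four-parameter Hill fit across titration.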
Pf growth 96h – inhibits malaria parasite growth, 96 h | AID 504834 | Potency, µM (top dose mostly 28.7 µM), without a hit: at the highest dose activity change, negative = inhibition, actives largely listed as inhibitors | P. falciparum luciferase reporter growth, 96 h | hit rate 6.9% among 320,000
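Parasite growth measured via integrated firefly luciferase reporter in P. falciparum. Infected erythrocytes at 2% hematocrit, 0.05% parasitemia final were treated 96 hours at 37 C under 5% CO2, and luminescence was read.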
Pf growth 48h – P. falciparum growth inhibition at 48 hours (one generation); P. falciparum luciferase growth in erythrocytes, 48 h; Potency, µM (top dose mostly 28.7 µM), for the others: at the highest dose activity change, negative = inhibition, most hits filed as inhibitors; hit rate 5.9% among 310,000; AID 504832
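Cell-based growth assay: transgenic P. falciparum expressing firefly luciferase, cultured in red cells within RPMI 1640 containing 0.5% w/v Albumax, 24 mM bicarbonate and gentamycin. A drop in luciferase activity indicates inhibition.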
HCV inhibitor – blocks hepatitis C virus. Huh7.5.1 HCVcc-Cre infection, luciferase reporter, 44 h. Potency, µM (series often up to 41.8 µM), for the others: at the top dose activity change, negative = inhibition, usual class: inhibitors. hit rate 3.4% among 340,000
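Cells (1,000/well) were plated 4 h before compound, then infected with HCVcc-Cre virus (~0.5 moi). After 44 h further culture, infection was read as luciferase luminescence following a 15 min substrate incubation at room temperature.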
Tb PYK inh – blocks Trypanosoma brucei pyruvate kinase. AID 624173. Potency, µM (top dose mostly 76.8 µM), without a hit: at the top dose activity, negative = inhibition, hits mostly inhibitors. TbPYK enzyme, Kinase-Glo Plus ATP luminescence, 45 min. hit rate 0.12% among 410,000; note: nearly all actives have a fitted effect of over 50% in size
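ADP (130 uM final) triggers the TbPYK reaction after compound addition; incubation is 45 min at room temperature. Kinase-Glo Plus is then added and luminescence imaged. Normalized data are fitted to concentration-effect curves.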
Numbers without * were called inactive; ? = inconclusive; · = no result given; & = joins results of further samples; [ ] = remark or other dose. Calls come from the whole dose curve; as a rule, active = well fitted curve in the direction sought with a large enough effect; inconclusive = small, poorly fitted or top-dose-only effect, or another doubt; inactive = no such curve, though single readings can be large; an effect the other way counts as inactive or inconclusive. % is set by controls: 0 for no effect and ±100 for the full control effect; potency is the fitted concentration of half-maximal effect.

SMILES	LmPK inh	Sm TGR inh	Pf growth 96h	Pf growth 48h	HCV inhibitor	Tb PYK inh
CC(C)N1CCc2c(sc(NC(=O)c3ccc([N+](=O)[O-])o3)c2C(N)=O)C1	-1%	-17%	4.7µM*	13µM*	·	·
O=C(COc1cccc(Cl)c1)Nc1ccc(N2CCOCC2)cc1	6%	-33%	-7%	·	-23%	0%
N#CCCn1nc(-c2ccccc2)cc1-n1c(C(F)(F)F)nc2ccccc21	7%	5%	?	-86%	-9%	2%
CCO/C=N/c1c(C#N)c2c(c(=S)n1C)COC(C)(C)C2	-11%	-26%	108%[activator]	4%	6%	-2%
CS(=O)(=O)N(CC(=O)N1CCN(c2ccccc2F)CC1)c1ccc2c(c1)OCCO2	7%	-1%	·	-1%	8%	-16%
COc1ccc([C@H]2CC(=O)C=C(c3ccc4c(c3)OCO4)C2)cc1	·	5%	33%[activator]	0%	-2%	-5%
CC(=O)Cc1nsc(NC(=O)c2ccccc2)n1	-11%	?	-11%	38%[activator]	22%	-9%
Cc1ccc(NC(=O)CNC(=O)c2ccco2)cc1	-1%	0%	-9%	97%[activator]	10%	-2%
c1ccc2c(c1)CCN(C1=Nc3cccc4cccc1c34)C2	-15%	-2%	?	?	?	4%
Cc1cccc(-n2cc(-c3ccccc3)c3c(N4CCOCC4)ncnc32)c1	7%	-2%	?	?	3.2µM*	-1%
CCn1c(COc2ccc(C)cc2)nnc1SCC(=O)NCc1ccco1	-1%	·	7%	-12%	24%	-6%
COc1cc(O)c(C(CCN2CCN(c3ccccc3)CC2)c2cc(OC)c(OC)c(OC)c2)c(OC)c1 (centres undefined)	3%	4%	0.93µM*	1.3µM*	-22%	5%
Cc1ccc2c(c1)sc1nc(=O)ccn12	-1%	1%	?	19%	6%	0%
O=C(/C=C/c1ccccc1)OCCN1C(=O)c2ccccc2C1=O	-9%	-1%	31%	30%	9%	0%
CCOc1ccccc1CNC(=O)c1cc2occc2n1C	5%	?	64%[activator]	-24%	-13%	0%
Cc1cccc(NS(=O)(=O)c2c(C(=O)N3CCOCC3)c(C)n(C)c2C)c1C	3%	0%	-21%	19%	12%	-9%
CC(=O)c1ccccc1OC(=O)c1ccc([N+](=O)[O-])o1	-1%	16µM*	52%[activator]	45%[activator]	0%	3%
COc1ccccc1C(c1nnnn1CS(=O)(=O)c1ccc(C)cc1)N1CCSCC1 (centres undefined)	4%	0%	100%[activator]	9.3µM*	1%	-3%
CNC(=O)c1c(NC(=O)c2cccc(N3C(=O)CCC3=O)c2)sc2c1CCC2	4%	?	-22%	45%[activator]	7%	-3%
CCN1CCN(c2ccc(S(=O)(=O)N3CCCCC3)cc2NC(=O)C(C)Oc2ccc(F)cc2)CC1 (centres undefined)	·	2%	-24%	8.3µM*	?	-5%
CCc1nnc(NC(=O)CCS(=O)(=O)c2ccc(C)cc2)s1	·	?	5%	?	6%	-1%
CCc1cc(C(=O)N2CCc3c([nH]c4ccccc34)C2c2ccc(OC)cc2F)no1 (centres undefined)	8%	-2%	?	52%[activator]	?	-7%
Cc1cccc(NC(=S)N(C)C2(c3ccccc3Cl)CCCCC2=O)c1 (centres undefined)	9%	-4%	·	?	-19%	-9%
C(#Cc1ccccc1)CN1CCCCC1	-2%	34%	37%[activator]	?	-2%	6%
COC(=O)c1cc(S(=O)(=O)N2CCN(c3ccc([N+](=O)[O-])cc3)CC2)c[nH]1	1%	-23%	-8%	-19%	10%	-1%

Remaining list, next part:
SMILES	LmPK inh	Sm TGR inh	Pf growth 96h	Pf growth 48h	HCV inhibitor	Tb PYK inh
Cc1ccc(Cl)cc1N1CCN(C(=O)C(C)n2ncn3cccc3c2=O)CC1 (centres undefined)	-1%	-2%&2%	7%	-7%	?	-7%&3%
FC(F)(F)c1ccccc1NC(=S)Nc1ccccc1	0%	?	1.5µM*	7%	12%	7%
CC(OC(=O)c1ccc(-n2cnnn2)cc1)C(=O)NCc1ccccc1 (centres undefined)	·	-3%	?	-14%	-3%	0%
COc1cc2c(cc1OC)C(C)N(C(=O)C1COc3ccccc3O1)CC2 (centres undefined)	12%	-1%	·	-27%	?	-3%
CCCNS(=O)(=O)c1ccc(CCC(=O)NCCc2ccc(OC)c(OC)c2)cc1	-2%	14%	-9%	-6%	-13%	-5%
CC(OC(=O)c1ccc([N+](=O)[O-])o1)C(=O)NC1CCCCC1C (centres undefined)	·	-16%	-27%	?	0%	-10%
CCOC(=O)C1(Cc2ccc(OC)cc2)CCN(C(=O)c2cncs2)CC1	7%	5%	?	-7%	8%	-1%
CCOC(=O)c1c(CSc2ccccc2)n(C)c2ccc(O)c(CN3CCOCC3)c12	0%	0%	?	?	-28%	-1%
O=C(CCC1CCN(Cc2ccc(Cl)cc2)CC1)NC1CC1	2%	18%	1µM*	-11%	-12%	-2%
CCOC(=O)C1Cc2cc3c(cc2C1=O)CC(C(=O)OCC)C3=O (centres undefined)	-7%	0%	1%	9%	·	·
COc1ccc(S(=O)(=O)N2CCOCC2)cc1N(C)S(=O)(=O)c1ccc(C)cc1	-3%	-12%	30%	-26%	6%	1%
COc1cccc(Nc2nc(NCCO)c3ccccc3n2)c1	1%	1%	-11%	·	-11%	-9%
CCNc1nc(NCC)nc(SCC(C)=O)n1	0%	·	?	-4%	-6%	0%
Cc1cccc2c1c(N=NC(N)=S)c(O)n2C1OC(CO)C(O)C(O)C1O (centres undefined)	2%	-36%	?	2%	-6%	-5%
Cc1onc(-c2c(Cl)cccc2Cl)c1C(=O)ONC(=O)c1cc(C(F)(F)F)cc(C(F)(F)F)c1	7%	3%	0%	45%[activator]	-8%	-4%
CC1(C(=O)NCc2cccnc2)CCC(=O)N1CCc1ccccc1 (centres undefined)	0%	10%	-12%	26%	6%	0%
C(=N\Nc1ncnc2nc[nH]c12)/c1cccs1	-25%	-3%	270%[activator]	101%[activator]	27%	-3%
CCCn1c(NC(=O)c2ccc(C)cc2)nc2ccccc21	0%	5%	?	?	?	-9%
CO/N=C/C(C#N)=C/c1cc(C(=O)c2ccc(F)cc2)cn1C	14%	1%	?	?	?	4%
O=C(C1CCC(CNS(=O)(=O)c2ccccc2)CC1)N1CCCCC1 (centres undefined)	3%	-13%	?	-20%	-15%	-3%
COc1cc(C(=O)OCc2nc3ccsc3c(=O)[nH]2)c([N+](=O)[O-])cc1OC	·	-2%	5%	-1%	6%	1%
Cc1ccccc1NC(=S)NC(=O)CCc1ccccc1	2%	?	?	?	-13%	-2%
COc1ccc(N2CCN(C(=O)c3ccc(COc4ccc5c(C)cc(=O)oc5c4)cc3)CC2)cc1	-1%	0%	-5%	?	?	-2%
CCCN(CCC)Cc1c(C(=O)N/N=C/c2ccc(Br)cc2)nnn1-c1nonc1N	2%	-2%	3%	-9%	0%	-2%
CC(C)CNC(=O)COc1cccc(C(=O)NCc2ccccc2)c1	2%	0%	-5%	1%	12%	0%

The results go on.
SMILES	LmPK inh	Sm TGR inh	Pf growth 96h	Pf growth 48h	HCV inhibitor	Tb PYK inh
O=S(=O)(Nc1nc2ccccc2nc1NCCN1CCOCC1)c1cccc(Cl)c1	6%	-1%	2%[5.75 µM]	?	30%[activator]	-3%
COc1ccc(CCNC(=O)CCNC(=O)c2ccc(Br)cc2)cc1OC	2%	-1%	-13%	1%	-13%	4%
CC1CCN(S(=O)(=O)c2cn(CC(=O)Nc3cccc(C#N)c3)cn2)CC1	6%	-25%	26%	-5%	6%	-12%
CCN(C(=O)CCc1nnc2ccc(NCc3ccco3)nn12)c1ccccc1	-9%	-8%	?	?	-12%	0%
NC(Cc1c[nH]c2ccc(OCc3ccccc3)cc12)C(=O)O (centres undefined)	-8%	11µM*	21%	-8%	13%	-5%
COc1ccc(C(=O)c2ccc(OC)cc2O)c(O)c1	-2%	-1%	32%[activator][5.75 µM]	?	-12%	0%
Cc1ccc(NC(=O)c2cnc(N3CCN(c4ccccn4)CC3)c3ccccc23)c(Br)c1	3%	10%	?	?	7.1µM*	1%
Cc1nc(Sc2nnnn2C)c2c3c(sc2n1)CCC3	4%	-5%[11.4 µM]	66%[activator]	·	4%	-2%
Cc1ccc(C)c(COc2coc(CN3CCN(C(=O)c4ccco4)CC3)cc2=O)c1	·	-19%	?	12µM*	4%	2%
O=S(=O)(c1ccc(Cl)cc1)N1CCC2(CC1)OCCN2S(=O)(=O)c1cccs1	·	-18%	?	13µM*	-1%	-3%
O=C(Cc1ccccc1)Nc1ccc2c(c1)CCC2	-3%	-4%	35%[activator]	145%[activator]	-21%	-7%
Cc1ccc(Oc2cc(-n3nc(C)cc3C)ncn2)cc1	-17%	-24%	72%[activator]	40%[activator]	-21%	-4%
CCOc1ccc(-n2cc(-c3ccccc3)c3c(SC(C)C(=O)OC)ncnc32)cc1 (centres undefined)	4%	-5%	?	?	-8%	-3%
O=C(CC1=NC2(CCCC2)Cc2ccccc21)N1CCOCC1	2%	-8%	-26%	?	-20%	-2%
CCOc1ccccc1N(CC(=O)NC1CCCCC1)C(=O)CCC(=O)Nc1nccs1	8%	5%	4%	?	-10%	3%
NC(=O)c1cc2ccccc2o/c1=N\NC(=O)c1ccncc1	9%	1%	48%[activator]	59%[activator]	4%	-6%
CC(C)(C)n1nnnc1C(c1ccc(F)cc1)N1CCC(C(N)=O)CC1 (centres undefined)	-1%	·	-1%	8%	19%	-5%
CC(C)(C)NC(=O)CCc1nnc(Cc2c[nH]c3ccccc23)o1	4%	?	?	-24%	18%	-13%
COc1cccc(C(=O)Nc2ccc(-c3nc4ccccc4o3)c(O)c2)c1	14%	-2%	17%	?	?	-3%
Cc1nc(C)c(C(=O)OCC(=O)Nc2ccccc2SCC#N)s1	·	-17%	15%	-18%	0%	-1%
NS(=O)(=O)c1ccc(CNS(=O)(=O)c2ccc3c(c2)OCCO3)cc1	-2%	-6%	-29%	24%	19%	0%
CC(=O)N1CCN(S(=O)(=O)c2cccc(C(=O)NNC(=O)Cn3ccc(C(F)(F)F)n3)c2)CC1	·	-2%	4%	2%	11%	-10%
O=C(COC(=O)CC1CC2CCC1C2)Nc1c(F)cccc1F (centres undefined)	3%	8%	14%	4%	-6%	-6%
O=C(CCc1ccc(F)c(F)c1)NC1CCCN(Cc2ccc(Cl)cc2)C1 (centres undefined)	2%	-17%	9.3µM*	-22%	4%	1%

Nothing new here: 10 of the compounds above.
SMILES	LmPK inh	Sm TGR inh	Pf growth 96h	Pf growth 48h	HCV inhibitor	Tb PYK inh
CCOc1ccccc1N(CC(=O)NC1CCCCC1)C(=O)CCC(=O)Nc1nccs1	8%	5%	4%	?	-10%	3%
NC(=O)c1cc2ccccc2o/c1=N\NC(=O)c1ccncc1	9%	1%	48%[activator]	59%[activator]	4%	-6%
CC(C)(C)n1nnnc1C(c1ccc(F)cc1)N1CCC(C(N)=O)CC1 (centres undefined)	-1%	·	-1%	8%	19%	-5%
CC(C)(C)NC(=O)CCc1nnc(Cc2c[nH]c3ccccc23)o1	4%	?	?	-24%	18%	-13%
COc1cccc(C(=O)Nc2ccc(-c3nc4ccccc4o3)c(O)c2)c1	14%	-2%	17%	?	?	-3%
Cc1nc(C)c(C(=O)OCC(=O)Nc2ccccc2SCC#N)s1	·	-17%	15%	-18%	0%	-1%
NS(=O)(=O)c1ccc(CNS(=O)(=O)c2ccc3c(c2)OCCO3)cc1	-2%	-6%	-29%	24%	19%	0%
CC(=O)N1CCN(S(=O)(=O)c2cccc(C(=O)NNC(=O)Cn3ccc(C(F)(F)F)n3)c2)CC1	·	-2%	4%	2%	11%	-10%
O=C(COC(=O)CC1CC2CCC1C2)Nc1c(F)cccc1F (centres undefined)	3%	8%	14%	4%	-6%	-6%
O=C(CCc1ccc(F)c(F)c1)NC1CCCN(Cc2ccc(Cl)cc2)C1 (centres undefined)	2%	-17%	9.3µM*	-22%	4%	1%
